IMPase Li cell: IMPase inhibition in cells with lithium potentiation; CHO-M1 cells, IP1 TR-FRET (IP-One), carbachol + lithium; Potency, µM (top dose mostly 59.4 µM), for inactives: at the top dose activity, negative = IMPase inhibition, actives largely listed as inhibitors; 0.35% of 210,000 active; AID 1457;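 note: IP1 builds up when IMPase is blocked and the TR-FRET signal falls; potency is the fitted concentration of half-maximal effect; plate controls were basal vehicle for no effect and high inhibitor control for full effect; nearly all actives have a fitted effect of over 50% in size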
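IP1 accumulation measured by competitive TR-FRET in lysed CHO-M1 cells after 30 min compound exposure at 37C, with a small lithium addition to potentiate weak responses. Hill-equation AC50 from ratio and donor-channel data.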
CBFb RUNX1 block: blocks binding between human CBF-beta and RUNX1; Q01196+Q13951; AlphaScreen CBFb-His/RUNX1-biotin binding, biochemical; Potency, µM (top dose mostly 59.8 µM), for the others: at the top dose activity, negative = inhibition, usual class: inhibitors; 230,000 tested, under 10 active; note: % of control where 0% means no effect
Target sequence (Q01196 whole entry, looked up): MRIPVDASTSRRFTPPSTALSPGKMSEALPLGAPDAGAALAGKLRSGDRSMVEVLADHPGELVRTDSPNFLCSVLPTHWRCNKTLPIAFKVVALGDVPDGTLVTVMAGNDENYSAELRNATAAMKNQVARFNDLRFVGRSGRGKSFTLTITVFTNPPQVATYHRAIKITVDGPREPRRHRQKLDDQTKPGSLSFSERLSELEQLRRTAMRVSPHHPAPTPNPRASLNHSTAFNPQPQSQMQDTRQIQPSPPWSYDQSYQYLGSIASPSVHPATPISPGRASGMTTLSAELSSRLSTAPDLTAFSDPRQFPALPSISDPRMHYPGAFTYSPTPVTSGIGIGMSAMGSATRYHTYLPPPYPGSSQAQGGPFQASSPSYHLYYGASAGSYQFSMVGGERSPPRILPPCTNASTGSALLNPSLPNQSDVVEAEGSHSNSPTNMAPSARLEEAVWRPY
Target sequence (Q13951 whole entry, looked up): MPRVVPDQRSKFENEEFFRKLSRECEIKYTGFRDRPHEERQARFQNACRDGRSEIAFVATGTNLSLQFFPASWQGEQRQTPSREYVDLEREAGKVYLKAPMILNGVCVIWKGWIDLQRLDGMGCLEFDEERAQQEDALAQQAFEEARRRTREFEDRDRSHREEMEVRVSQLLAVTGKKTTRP
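Room-temperature protein-protein interaction test with 30 nM each of His-tagged CBF-beta and biotinylated RUNX1, 15 min with compound, then 90 min with nickel plus streptavidin beads. Signal read in AlphaScreen mode.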
GLA spleen mod: inhibits or activates alpha-galactosidase in human spleen homogenate; P06280; human spleen homogenate, 4MU-alpha-Gal fluorescence, 40 min; Potency, µM (titrated, usually from 80 µM), for inactives: at the highest dose activity change, negative = inhibition, usual class: inhibitors; 0.008% of 240,000 active; AID 2107;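 note: potency is the fitted concentration of half-maximal effect; 0% = enzyme with vehicle and -100% = no enzyme basal signal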
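Human spleen homogenate (1 ug) as enzyme source, 4-methylumbelliferyl-alpha-D-galactopyranoside 1 mM final, citrate/phosphate pH 5.0 with 0.01% Tween-20. Compounds 40 min at 37C, NaOH/glycine stop; fluorescence Ex 365/Em 440, Hill-fit AC50.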
Epigenetic derep: regulators of epigenetic silencing causing reporter derepression in mouse cells; 0.2% of 280,000 active; Potency, µM (highest dose often 53.9 µM), for the others: top-dose GFP activation, usual class: activators; murine LDR cells, GFP reporter derepression, 30 h; note: potency is the fitted concentration of half-maximal effect; % of control where 0% means no effect; nearly all actives have a fitted effect of over 60% in size
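In this reporter-derepression format, murine cells bearing a silenced integrated CMV-GFP locus incubate with test compound (30 h, 37 C), then are washed and imaged; fluorescent objects of 20–120 um count as induced cells.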
NPSR antag: neuropeptide S receptor (human) antagonism, cAMP. Q6W5P4. CHO-NPSR cells, cAMP TR-FRET, antagonist mode. Potency, µM (titrated, usually from 38.3 µM), for the others: at the top dose activity change, negative = inhibition, usual class: inhibitors. 1% of 220,000 active. AID 1461; note: potency is the fitted concentration of half-maximal effect; % is set by controls: 0 for no effect and ±100 for the full control effect; nearly all actives have a fitted effect of over 50% in size; many of its hits are not listed in these tables
Target sequence (Q6W5P4 whole entry, looked up): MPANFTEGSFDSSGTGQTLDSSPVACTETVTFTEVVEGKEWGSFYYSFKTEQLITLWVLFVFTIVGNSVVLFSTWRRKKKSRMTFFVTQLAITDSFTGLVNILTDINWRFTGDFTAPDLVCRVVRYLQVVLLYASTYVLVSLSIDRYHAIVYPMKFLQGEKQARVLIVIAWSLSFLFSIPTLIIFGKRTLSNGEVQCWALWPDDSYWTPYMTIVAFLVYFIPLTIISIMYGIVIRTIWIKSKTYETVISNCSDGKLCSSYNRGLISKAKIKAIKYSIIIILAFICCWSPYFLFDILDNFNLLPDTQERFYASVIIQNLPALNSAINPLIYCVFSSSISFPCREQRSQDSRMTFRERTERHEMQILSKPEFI
LMNA splice mod: modulators of lamin A splicing; HeLa LMNA splicing GFP/RFP minigene ratio, 48 h; Potency, µM (series often up to 46.1 µM), inactives show top-dose ratio change, negative = inhibition, hits mostly inhibitors; 0.01% of 200,000 active; AID 1487; active = well fitted inhibition curve with a large enough effect in the signal ratio, with a control signal flat, not every such curve was filed as active; inconclusive = small, poorly fitted or top-dose-only effect, or effect the other way, or a change in a side signal; the % refers to the signal ratio; note: potency is the fitted concentration of half-maximal effect; % is set by controls: 0 for no effect and ±100 for the full control effect
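Read-out is the ratio of GFP to DsRed2 object intensity, acquired by 488 nm laser-scanning cytometry on HeLa lamin A-EGFP minigene reporter cells. Compound incubation 48 hrs at 37 °C in Opti-MEM with 2% FBS; DMSO 0.5% final.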
KinaseGlo FLuc: counter-screen: inhibitors of Kinase-Glo firefly luciferase; Kinase-Glo luciferase, ATP luminescence, 8 min; Potency, µM (top dose mostly 38.3 µM), without a hit: top-dose activity change, negative = inhibition, most hits filed as inhibitors; Q27757; 0.28% of 200,000 active; note: potency is the fitted concentration of half-maximal effect; % is set by controls: 0 for no effect and ±100 for the full control effect; nearly all actives have a fitted effect of over 60% in size
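Compound is pinned into ATP-containing buffer (10 uM ATP, imidazole pH 7.2, 7 mM MgCl2). Kinase-Glo luciferase reagent is then added. Light output is recorded following an 8-min room-temperature incubation.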
* = called active by the depositor; u = inconclusive; x = not tested or not shown; [ ] = another dose, or the depositor's remark. Unless noted, calls come from the whole dose curve; as a rule, active = well fitted curve in the direction sought with a large enough effect; inconclusive = small, poorly fitted or top-dose-only effect, or another doubt; inactive = no such curve, though single readings can be large; an effect the other way counts as inactive or inconclusive.

canonical_smiles | KinaseGlo FLuc | LMNA splice mod | GLA spleen mod | CBFb RUNX1 block | Epigenetic derep | NPSR antag | IMPase Li cell
Cc1cc(C)n2nc(C(=O)Nc3cccc(S(=O)(=O)N4CCCC4)c3)nc2n1 | x | x | -1.9% | 5.8% | 1.9% | -1.9% | x
Cc1ccc(-c2c[n+](CC(=O)N3c4ccccc4Sc4ccccc43)c3n2CCC3)cc1 | 4.7% | u | -5.5% | 3.6% | 0.0% | -7.7% | 21.7%
CCOC(=O)c1c(C)[nH]c(C(=O)COC(=O)c2ccc(O)cc2O)c1C | x | x | 16.4% | -5.5% | 1.7% | -1.9% | x
O=C(CSc1nnc(-c2ccccc2Cl)n1Cc1ccco1)Nc1ccc2c(c1)OCCO2 | 4.8% | -12.0% | 6.7% | -1.0% | 1.6% | -16.4%[46.1 µM] | 29.6%[38.3 µM]
COc1ccc(-c2nc(-c3ccccc3)oc2Nc2ccc3ccccc3c2)cc1 | 0.5% | x | -4.4% | -2.3% | -1.1% | x | 19.9%
CS(=O)(=O)N(CC(=O)O)c1ccc2c(c1)OCO2 | 0.6% | -4.1% | 2.0% | 13.7% | 1.5% | 15.8%[46.1 µM] | 17.0%[38.3 µM]
CC(C)CC(=O)NCCCCc1ccccc1 | 3.1% | -2.4% | 4.3% | -13.6% | -0.1% | 18.7% | -0.6%
Cc1nn(-c2ccccc2)c2c1C(c1cccs1)C(C#N)=C(N)O2 (configuration not stated) | -1.5% | -2.1% | 1.1% | -15.5% | -3.0% | -14.8%[46.1 µM] | -1.7%[38.3 µM]
CN[C@H]1[C@@H](O[C@@H]2[C@H](O[C@@H]3[C@@H](O)[C@@H](O)[C@@H](N=C(N)N)[C@@H](O)[C@@H]3N=C(N)N)O[C@H](C)[C@@]2(O)C=O)O[C@@H](CO)[C@@H](O)[C@H]1O | -3.1%[17.1 µM] | u | -15.7%[29.1 µM] | 12.0%[21.7 µM] | 0.1%[16.9 µM] | x | 7.2%
Cc1csc(NC(=O)c2cc(-c3ccco3)nc3ccccc23)n1 | -7.7% | -10.4% | 4.8% | -6.7% | 1.1% | 7.5% | -3.0%
Cc1c(NC2=NC3(CCCCC3)Cc3ccccc32)c(=O)n(C)n1-c1ccccc1 | 3.5% | -10.4% | u | -0.6% | -0.8% | 4.4%[46.1 µM] | 23.7%
O=C(c1cncc(Br)c1)N1CCCc2ccccc21 | 2.4% | 17.2% | -15.0% | 2.2% | 2.1% | 3.0%[46.1 µM] | 12.9%[38.3 µM]
CC(C)c1ccccc1NC(=O)CCCC(=O)O | 3.8% | 4.1% | 3.3% | 8.7% | -1.2% | -4.0%[46.1 µM] | 2.7%
COc1ccc(/C=C(\NC(=O)c2cccs2)C(=O)N2CCOCC2)cc1OC | -0.7% | -3.8% | -1.0% | 3.7% | -1.9% | 8.1% | -3.1%
CC1=NN(c2nc(-c3ccc(Cl)cc3)cs2)C(=O)C1 | -1.7% | -16.8% | 6.4% | 5.8% | -1.0% | -2.3%[46.1 µM] | 10.9%[38.3 µM]
CCCCNc1nc2c(c(=O)[nH]c(=O)n2C)n1CCOc1ccccc1 | -0.3% | -0.9% | -2.4% | -1.0% | 0.2% | -4.4%[46.1 µM] | 12.0%[38.3 µM]
Cc1nn(CC(=O)Nc2ccc3c(c2)nc(CN2CCCC2)n3C)c(=O)c2ccccc12 | 2.9% | -5.9% | -4.5% | 12.6% | -2.1% | 3.6%[46.1 µM] | 1.0%[38.3 µM]
Nc1cc(=O)[nH]c(SCCOc2ccccc2)n1 | 2.6% | x | 1.0% | -6.7% | -4.4% | 12.5% | -1.1%
COC(=O)Nc1ccc(S(=O)(=O)Nc2ccc(C(=O)O)cc2)cc1 | -0.6% | 4.7%[46 µM] | 1.1% | 3.9% | -0.1% | 3.0% | 9.5%
COC(=O)[C@@H]1CC[C@H](C)[C@@H](c2ccc(C)cc2)N1C(=O)c1ccc(/C=N/OC[C@@H](O)[C@H]2O[C@@H]3OC(C)(C)O[C@@H]3[C@H]2O)cc1 | 2.8% | u | -1.5% | 1.0%[2.36 µM] | 0.4% | -17.4% | 4.2%

3 of these compounds, reformatted.
SMILES: COc1ccc(/C=C(\NC(=O)c2cccs2)C(=O)N2CCOCC2)cc1OC
  KinaseGlo FLuc: -0.7%; LMNA splice mod: -3.8%; GLA spleen mod: -1.0%; CBFb RUNX1 block: 3.7%; Epigenetic derep: -1.9%; NPSR antag: 8.1%; IMPase Li cell: -3.1%

SMILES: CC1=NN(c2nc(-c3ccc(Cl)cc3)cs2)C(=O)C1
  KinaseGlo FLuc: -1.7%; LMNA splice mod: -16.8%; GLA spleen mod: 6.4%; CBFb RUNX1 block: 5.8%; Epigenetic derep: -1.0%; NPSR antag: -2.3%[46.1 µM]; IMPase Li cell: 10.9%[38.3 µM]

SMILES: CCCCNc1nc2c(c(=O)[nH]c(=O)n2C)n1CCOc1ccccc1
  KinaseGlo FLuc: -0.3%; LMNA splice mod: -0.9%; GLA spleen mod: -2.4%; CBFb RUNX1 block: -1.0%; Epigenetic derep: 0.2%; NPSR antag: -4.4%[46.1 µM]; IMPase Li cell: 12.0%[38.3 µM]

(continued)
canonical_smiles | KinaseGlo FLuc | LMNA splice mod | GLA spleen mod | CBFb RUNX1 block | Epigenetic derep | NPSR antag | IMPase Li cell
O=C(O)[C@H](CO)Nc1ncnc2sc3c(c12)CCC3 | 0.7% | 5.3%[0.0737 µM] | 3.9% | 6.1% | -0.9% | 5.6%[46.1 µM] | 0.2%[38.3 µM]
CC1(C)CC(=O)c2cc(OCC(=O)NCCCN3CCN(c4ccccc4F)CC3)ccc2O1 | -5.6% | -8.9% | 0.5% | 6.0% | -3.2% | -18.2%[46.1 µM] | 10.7%[38.3 µM]
CCn1nnnc1SCC(=O)Nc1sc(C)c(C)c1C#N | -3.9% | -3.0% | -4.6% | -2.4% | -5.0% | -14.8%[46.1 µM] | 8.0%[38.3 µM]
OCc1csc(=Nc2ccccc2)n1-c1ccccc1 | -0.9% | -3.1% | 3.2% | -5.8% | 0.0% | 10.3%[7.67 µM] | 0.9%[38.3 µM]
O=C1NNC(=O)C2C3C=CC(C4CC34)C12 (configuration not stated) | -1.1% | -5.3% | -1.1% | -1.0% | -4.8% | -3.1%[46.1 µM] | -8.5%[38.3 µM]
Cn1c(C(=O)OCC(=O)NCCc2ccccc2)cc2sccc21 | -3.7% | 6.6% | -1.1% | 6.2% | -0.7% | -1.5%[46.1 µM] | 1.7%[38.3 µM]
CCOc1ccc(N2C(=O)CC(NCCc3c[nH]c4ccccc34)C2=O)cc1 (configuration not stated) | -0.8% | x | 3.4% | -3.7% | 0.0% | -2.9% | 5.8%
Cc1onc(-c2ccccc2)c1C(=O)Nc1cccc(C#N)c1 | 2.1% | -14.2% | -6.8% | 1.3% | 0.9% | -1.9%[46.1 µM] | 38.0%[activator][38.3 µM]
CC(C)CNC(=O)C(=O)NNC(=O)C1CCCCC1 | 1.1% | 10.5% | 13.6% | 0.2% | 0.0% | -4.8%[46.1 µM] | 0.8%[38.3 µM]
CNC(=S)N(Cc1ccc(OC)cc1)Cc1cc2ccc(C)cc2[nH]c1=O | -3.7% | 15.3%[46 µM] | -11.2% | -5.0% | -0.1% | 4.8% | 8.1%
C[C@@H]1CC[C@]2(O[C@@H](CCO)C[C@@H](O)[C@@H]2O)O1 | x | x | 4.1% | -0.3% | 0.4% | 29.1% | x
CC(C)(C)c1ccc2c(c1)C(=O)c1ccccc1C2=O | x | -5.5% | -4.4% | -18.6% | -0.9% | -12.3%[46.1 µM] | x
O=C(NC1CCCCCC1)c1c(O)c2cccc3c2n(c1=O)CCC3 | 0.0% | 4.7% | -2.5% | 5.8% | 1.0% | -10.5%[46.1 µM] | 15.8%[38.3 µM]
COc1ccccc1-c1ccc(Nc2ccc(C(=O)N3CCOCC3)cc2)nn1 | -7.9% | -18.9% | 11.5% | -4.3% | -0.8% | -11.4%[46.1 µM] | 5.1%
COc1ccc(C(=O)c2ccc(OC)c3cccc(O)c23)cc1OC | -1.8% | -16.5% | 6.4% | -8.1% | 0.0% | -2.4%[46.1 µM] | 30.4%[38.3 µM]
CC1=C(C(=O)Nc2ccccc2)C(c2cccc([N+](=O)[O-])c2)Nc2nc3ccccc3n21 (configuration not stated) | 21.1% | -2.5% | 3.8% | -12.1% | -1.0% | -28.3%[46.1 µM] | 30.4%[38.3 µM]
Cc1cc(=O)n(CCCO)c(O)c1C#N | -2.6% | -4.9% | 10.0% | 1.6% | 0.0% | -5.0%[46.1 µM] | 6.4%[38.3 µM]
CCOC(=O)c1c(-c2ccccc2)csc1NC(=O)CCN1C(=O)c2ccccc2C1=O | 4.1% | -12.2% | -2.8% | u | 1.0% | -13.8% | 12.9%
CCN(CC)S(=O)(=O)c1ccc(NC(=O)Cn2cnc3ccccc3c2=O)cc1 | -0.4% | 11.6% | 0.4% | 6.3% | -1.1% | -13.4%[46.1 µM] | 14.8%[38.3 µM]
COc1ccc(Oc2ncnc3sccc23)cc1 | -0.7% | u | 0.7% | 4.7% | 6.6% | 2.1% | 8.4%
CCN(CC)S(=O)(=O)c1cc(NC(=O)C(C)N2CCc3ccccc32)ccc1C (configuration not stated) | 1.8% | u | 1.0% | -11.8% | -0.2% | -46.1% | 13.9%
O=C(CN1CCc2ccccc21)NN1CC(=O)N(c2ccccc2)CC1=O | x | x | -7.1% | -15.8% | 1.8% | -15.6% | x
COc1ccc(-c2nc3ccccc3c(C(=O)Nc3ccc(S(=O)(=O)Nc4cc(C)on4)cc3)c2C)cc1 | 2.2% | u | 5.8% | 3.5% | 1.3% | -25.4%[46.1 µM] | -3.5%[38.3 µM]
Cc1n[nH]c(=O)n1-c1ccc(Oc2ccccc2)cc1 | -1.2% | 0.5% | 1.4% | -0.3% | -0.8% | -4.4%[46.1 µM] | -0.6%[38.3 µM]
CC1(c2ccc(OC(F)F)cc2)NC(=O)N(CC(=O)Nc2ccc(S(N)(=O)=O)cc2)C1=O (configuration not stated) | -1.3% | -1.1%[46 µM] | -0.7% | 8.0% | -2.9% | 4.8% | -2.2%
Cc1ccc(C(=O)Nc2ccccc2N2CCN(C(=O)C(C)C)CC2)cc1 | -0.1% | 4.1% | -9.4% | -3.1% | -0.7% | u | 8.6%[38.3 µM]
O=C(Nc1ccc2c(c1)CCC2)C1CCN(c2c3c(nc4ncnn24)CCC3)CC1 | 2.4% | u | -9.1% | -3.6% | -2.2% | -5.7%[46.1 µM] | -5.4%[38.3 µM]

Only part of the results is shown (hit frequency here may not be typical).
